# Compound activity (PubChem BioAssay)
# Growth percent in the NCI-60 one-dose screen (48 h, 10 µM unless noted): 100 = growth as untreated, 0 = no growth, -100 = all killed.
# HOP-62: HOP-62 NSCLC; 80,000 compounds, 3.9% hits
# LOX IMVI: LOX IMVI melanoma; AID 1794757; 79,000 compounds, 7.4% hits
# M14: M14 melanoma; 80,000 compounds, 6.2% hits
# A549/ATCC: A549/ATCC NSCLC; 81,000 compounds, 3.7% hits
# CCRF-CEM: CCRF-CEM leukemia | 77,000 compounds, 7% hits | AID 1794778
# HOP-92: HOP-92 NSCLC cells; AID 1794738; 71,000 compounds, 6.3% hits
# SK-MEL-5: SK-MEL-5 melanoma; 80,000 compounds, 6.4% hits; AID 1794755
# EKVX: EKVX NSCLC; 71,000 compounds, 3% hits; AID 1794765
# An asterisk follows results filed as active; . = not tested or not shown. Rule for the calls: active = growth percent below 10; inactive = the rest. This is a random part of the collection; overall some 12% were active at least once.
# Fields: HOP-62	LOX IMVI	M14	A549/ATCC	CCRF-CEM	HOP-92	SK-MEL-5	EKVX
COc1ccc(C2NC(=O)C(Cl)c3c2sc2c(F)cccc32)c(OC)c1 (stereo not drawn)
  90.6	95.2	96.7	104.3	101.0	90.4	101.7	97.8
NNc1ccccc1[N+](=O)[O-]
  .	89.5	87.9	96.9	95.1	88.1	87.9	91.7
COc1ccc(C2CC(c3cc(OC)c(OC)c(OC)c3)=NN2)cc1 (stereo not drawn)
  98.1	43.9	92.6	51.7	57.3	.	81.4	91.2
CCC(C)(O)C#CC#CC(C)(O)CC (stereo not drawn)
  104.4	99.7	.	103.7	110.6	.	114.7	.
O=C(O)c1cccc2oc(-c3ccccc3O)nc12
  43.6	4.7*	54.8	42.0	31.3	48.8	58.1	45.0
COc1ccc(C(=O)c2c(N)c(C#N)cn2-c2ccc([N+](=O)[O-])cc2)cc1
  83.4	96.3	112.6	103.1	112.4	101.5	102.0	93.6
Oc1ccccc1N=Cc1c(O)ccc2ccccc12
  83.7	61.7	62.7	95.4	32.5	58.3	77.3	63.2
CC1(C)CC(=O)C([C@H](c2ccc(Cl)cc2)N2c3ccccc3Sc3ccccc32)C(=O)C1
  81.8	88.8	101.2	87.5	82.7	73.6	94.2	96.6
O=C(O)CC(c1ccccc1)C(C(=O)O)c1ccccc1 (stereo not drawn)
  93.5	111.2	100.9	107.7	99.0	87.5	100.6	103.0
Cc1cc(NNc2cc(Br)cc(Br)c2)cc(C)c1Cl
  94.2	93.1	93.2	67.2	90.2	94.6	90.5	83.5
O=C1CCc2ccccc2N1
  101.9	94.4	99.2	101.1	106.6	101.1	98.9	75.5
Cc1cc(=O)oc2cc(OCCCOc3ccc(/C=C/C(=O)N4CCOCC4)cc3)ccc12
  104.0	106.4	104.9	92.8	99.9	97.6	88.5	90.0
COc1ccc(/C=C2\Cc3c(F)ccc(Br)c3C2=O)cc1OC
  95.6	.	95.6	98.5	98.6	92.2	100.5	94.9
C/C(=N\Nc1ncc(-c2ccccc2)s1)c1cc2ccccc2o1
  72.6	91.7	94.8	83.0	74.2	94.4	103.7	83.7
Cc1ccc(C(=O)N/N=C/c2cccs2)cn1
  104.4	105.9	100.5	96.8	88.9	94.0	101.6	90.3
COc1ccc(NC(=O)CSc2nnc(COc3cnc4ccccc4n3)o2)cc1
  98.4	89.9	105.8	99.2	102.9	101.7	98.7	88.5
CC(C)=CCc1cc(O)cc2c1OC(C=C(C)C)C1=C2C(=O)C2=C(NCCS2(=O)=O)C1=O (stereo not drawn)
  -12.6*	-56.2*	-87.2*	2.3*	1.9*	.	-96.7*	-1.3*
C/C(=N\O)c1ccccn1
  101.8	99.1	105.5	91.2	96.5	95.4	104.7	106.6
N#CC1C=C(c2ccc(Cl)cc2)N(c2cccc3cccc(N4C(=O)C(C#N)C=C4c4ccc(Cl)cc4)c23)C1=O (stereo not drawn)
  92.1	93.6	101.2	95.7	101.9	96.5	96.8	93.0
COc1ccc(NCc2cn(-c3ccc(C(=O)O)cc3)nc2-c2ccc(C(=O)O)cc2)c(OC)c1
  100.1	98.4	99.4	105.3	99.7	95.2	101.6	91.9
Cn1cc(-c2cc3ncnc(Nc4ccc(CC(=O)Nc5cc(C(C)(C)C)nn5C)cc4)c3s2)cn1
  71.0	33.6	39.2	42.1	13.7	70.0	49.0	84.6
Nc1nc2ccccc2c2c(=O)c3c(Cl)cccc3sc12
  89.9	97.0	108.6	100.3	98.5	80.0	105.8	97.2
COc1cc(N=Nc2cc(Cc3ccc(N(C)C)cc3)c(N)cc2N(C)C)c2ncccc2c1
  20.0	-83.2*	-15.7*	-45.9*	.	-8.5*	-13.8*	8.8*
CC(O)(C(=O)O)c1ccccc1 (stereo not drawn)
  104.6	100.7	105.3	100.2	98.1	109.7	101.5	102.1
CCC(C)C(C(=O)O)n1c(O)c(C=C2N=c3ccccc3=N2)sc1=S (stereo not drawn)
  103.1	100.5	99.3	104.2	81.9	99.2	101.9	104.5
COc1ccc(N(C)c2cc(C#N)nc3ccccc23)cc1N
  36.2	15.0	26.5	17.8	5.8*	58.1	-47.7*	20.5
NCCOc1ncccc1/C=C1\C2C=CC=CC2C2C=CC(F)=CC12 (stereo not drawn)
  10.5	-22.5*	18.8	-56.5*	3.6*	28.9	21.7	43.9
CC1(C)CC[C@]23CC[C@]4(C)[C@H](CC[C@@H]5[C@@]6(C)C/C(=C/O)C(=O)C(C)(C)[C@@H]6CC[C@]54C)[C@H]2[C@H]1OC3
  101.7	90.8	103.4	106.0	99.5	104.6	101.1	98.4
N#Cc1c(-c2ccccc2Cl)c2ccc3ccccc3c2oc1=O
  51.7	75.6	66.8	61.0	49.1	10.4	84.8	90.0
CCNC(=S)n1nc(-c2cc(OC)c(OC)c(OC)c2)nc1N
  .	95.9	95.0	111.2	103.3	87.0	96.7	49.5
COc1cc(-c2nn(-c3ccc(NC(=O)Nc4cc(C(F)(F)F)cc(C(F)(F)F)c4)cc3)cc2-c2ccncc2)ccc1Cl
  12.2	-1.7*	4.7*	12.1	16.6	.	-71.0*	-1.6*
O=S(=O)(c1ccccc1)c1nc(-c2ccccc2)oc1SCc1ccc(F)cc1
  90.9	91.6	101.4	72.4	83.4	64.5	84.3	88.3
COc1ccc(C/C(C)=C(/c2ccc(OCCCN(C)C)cc2)c2ccc(OC(C)=O)cc2)cc1
  83.2	47.8	50.6	74.3	63.1	64.5	69.6	80.9
CC(=O)N1C(=S)NC(=O)C1CC(C)C (stereo not drawn)
  99.8	95.5	.	101.3	102.9	98.9	106.1	102.1
O=C1NC(=S)N/C1=C\c1ccco1
  97.0	92.7	107.7	97.5	100.7	100.2	100.2	102.0
CCCC#CCN(CC)CC
  116.6	101.9	107.8	93.8	95.0	.	103.8	.
O=C(O)/C=C/C(=O)Nc1ccc(I)cc1
  98.7	99.1	98.9	.	.	105.1	101.8	.
O=C(Cn1nnc2ccccc21)N/N=C/c1ccccc1F
  101.7	101.1	108.4	89.2	103.1	103.3	102.0	105.8
CCOC(=O)c1sc(SSc2nc(C)c(C(=O)OCC)s2)nc1C
  104.6	95.9	105.8	93.0	94.6	95.7	101.0	112.1
COc1cc(/C(C)=C(\c2ccc(Cl)cc2)c2ccc(OCCN)cc2)ccc1F
  96.4	99.1	103.8	101.7	98.1	95.0	101.2	96.5
N#Cc1c(-c2ccc(O)cc2)nc(SCC(=O)NNc2ncnc3ccccc23)[nH]c1=O
  95.1	.	100.7	108.1	101.2	96.8	101.5	98.3
Cc1cc(C)c(O)c(C(=O)CC(Br)C(=O)O)c1 (stereo not drawn)
  106.2	93.1	95.1	99.3	65.2	88.1	101.2	99.4
Cc1ccc(S(=O)(=O)N(CC[C@@H]2C[C@H]2c2cc3ccccc3o2)Cc2cccc3cccnc23)cc1
  109.3	92.4	93.0	90.5	90.6	.	92.4	94.9
COc1ccc(-c2cc(-c3ccc4ccccc4c3)c(C#N)c(=O)[nH]2)cc1S(N)(=O)=O
  88.2	87.7	103.2	103.2	99.1	86.0	105.2	83.0
O=C(CCCSc1nc2ccccc2[nH]1)Nc1nnc(-c2ccccc2)o1
  104.5	78.8	116.7	113.6	85.7	85.3	104.0	93.3
COc1cc(-c2nc(SCc3ccc([N+](=O)[O-])cc3)[nH]c(=O)c2C#N)ccc1OCc1ccccc1
  103.4	98.9	107.3	102.0	104.9	.	.	97.1
Cc1[nH]c(-c2nc3ccccc3[nH]2)c(C)c1C(=O)N1CCc2sccc2C1
  98.2	93.3	94.6	93.0	88.7	81.6	88.8	91.9
Cc1ccc(O)cc1Nc1nc(SCCN2CCOCC2)nc2c1cnn2CC(Cl)c1ccc(Br)cc1 (stereo not drawn)
  23.0	-88.4*	9.1*	-9.8*	5.7*	-19.8*	-0.9*	21.0
CC12CCCC(C(C#N)C(N)=O)(C1)NC(=O)C2C#N (stereo not drawn)
  100.7	102.4	102.5	102.5	96.7	.	108.8	96.8
COc1cc(OC)cc(-n2cc(-c3ccc(Cl)c(Cl)c3)[nH]c2=S)c1
  105.9	101.7	96.9	88.2	74.1	106.0	111.8	98.2
O=C1Nc2cc(-c3ccc(NC(=O)c4ccccc4)cc3)ccc2/C1=C/c1ccc[nH]1
  103.6	96.2	105.3	102.8	92.4	114.9	102.9	51.1
COC(C)CNC1=C(Cl)C(=O)c2ccccc2C1=O (stereo not drawn)
  84.7	53.6	86.4	97.8	101.4	.	33.3	103.3
CCN(CC)CCC(C)=O
  101.3	91.1	96.1	97.9	103.3	91.4	95.8	119.1
Cc1ccc(-c2nnc(CSc3nc(-c4c(Cl)cccc4Cl)c(C#N)c(=O)[nH]3)o2)cc1
  74.6	96.7	94.8	77.5	98.2	72.5	100.9	99.6
COc1ccc(Cc2nn(CC(=O)N/N=C/c3ccccc3)c(=O)c3c(C)noc23)cc1
  106.1	97.3	106.8	105.7	105.9	133.8	101.4	106.5
COc1ccc(-c2c(NC(=O)Nc3ccc(S(N)(=O)=O)cc3)cnn2-c2ccc(S(N)(=O)=O)cc2)cc1
  100.0	103.6	103.8	86.7	93.7	107.0	101.4	105.1
CCCCCCn1c(=N)n(CC(O)COc2cccc(C)c2)c2ccccc21 (stereo not drawn)
  -74.6*	-86.3*	-75.2*	-32.3*	1.3*	-6.1*	-98.7*	.
CC1=[N+](C)c2ccccc2C1(C)C
  104.7	93.1	103.6	101.7	101.1	93.7	103.0	101.0
O=c1sc2cc3ccccc3nc2n1-c1ccc([N+](=O)[O-])cc1
  105.6	103.0	111.3	100.7	98.2	.	.	95.1
C=CCOc1c(C)cc(C)cc1C
  107.8	97.9	108.7	98.7	111.0	101.6	98.5	109.1

# Four entries out of the list, sorted by SMILES length, low to high.
# Fields: HOP-62	LOX IMVI	M14	A549/ATCC	CCRF-CEM	HOP-92	SK-MEL-5	EKVX
N#Cc1c(-c2ccc(O)cc2)nc(SCC(=O)NNc2ncnc3ccccc23)[nH]c1=O
  95.1	.	100.7	108.1	101.2	96.8	101.5	98.3
Cc1ccc(-c2nnc(CSc3nc(-c4c(Cl)cccc4Cl)c(C#N)c(=O)[nH]3)o2)cc1
  74.6	96.7	94.8	77.5	98.2	72.5	100.9	99.6
COc1cc(-c2nc(SCc3ccc([N+](=O)[O-])cc3)[nH]c(=O)c2C#N)ccc1OCc1ccccc1
  103.4	98.9	107.3	102.0	104.9	.	.	97.1
COc1ccc(-c2c(NC(=O)Nc3ccc(S(N)(=O)=O)cc3)cnn2-c2ccc(S(N)(=O)=O)cc2)cc1
  100.0	103.6	103.8	86.7	93.7	107.0	101.4	105.1

# (cont.)
# Fields: HOP-62	LOX IMVI	M14	A549/ATCC	CCRF-CEM	HOP-92	SK-MEL-5	EKVX
CC1=C(C(=O)c2cnccn2)C(c2ccc([N+](=O)[O-])cc2)NC(=O)N1 (stereo not drawn)
  101.5	93.2	92.2	107.4	116.2	104.8	102.1	102.8
CC(=O)O[C@H]1CC[C@]2(C)[C@H]3CC=C4[C@@H]5CC(C)(C)CC[C@]5(C(=O)N5CCNCC5)CC[C@@]4(C)[C@]3(C)CC[C@H]2C1(C)C
  95.8	101.5	99.4	95.1	80.3	63.0	97.1	92.2
Cc1ccc(SCC(=O)O)c(C)c1
  94.9	97.4	97.2	96.7	97.4	85.8	87.9	102.1
COc1ccc(NCc2cn(-c3ccc(C(=O)O)cc3)nc2-c2ccc(C(=O)O)cc2)cc1C(F)(F)F
  96.6	97.4	96.9	99.8	-50.4*	66.6	94.8	84.2
Cn1cnc([N+](=O)[O-])c1Sc1n[nH]c(N)n1
  100.3	94.0	105.7	95.4	106.8	103.9	114.8	115.4
COC(=O)[C@]1(C)N[C@H](c2cn(-c3ccccc3)nc2C)[C@@H]2C(=O)N(c3ccc(Cl)cc3)C(=O)[C@@H]21
  113.2	91.1	104.5	104.0	.	.	111.9	102.5
C=C1C(=O)O[C@H]2[C@H]1CC/C(COC(=O)/C=C\C(=O)NCc1ccc(Cn3c(=O)sn(CCCC)c3=O)cc1)=C\CC[C@@]1(C)O[C@@H]21
  -35.7*	-83.5*	.	0.7*	-26.1*	-67.7*	.	-48.0*
CCCCCN(CCCCC)CC(O)c1ccc2cc(Br)c3ccccc3c2c1 (stereo not drawn)
  80.3	80.9	78.0	87.8	96.7	.	95.9	89.1
Cc1cc(NC(=O)C2c3ccccc3C(=O)N(CC(C)C)C2c2cccs2)no1 (stereo not drawn)
  43.8	-85.3*	1.0*	35.3	-13.0*	-0.9*	14.2	.
c1ccc(-c2nc(NCCc3c[nH]c4ccccc34)c3ccccc3n2)cc1
  94.3	60.8	78.7	79.9	66.6	83.0	90.7	91.1
COc1ccc(-c2nc3c(nc(C)c4ccc(=O)[nH]c43)o2)cc1
  80.1	71.4	94.7	84.8	88.6	64.7	79.9	79.0

# Random excerpt: 5 records from the list
# Fields: HOP-62	LOX IMVI	M14	A549/ATCC	CCRF-CEM	HOP-92	SK-MEL-5	EKVX
COc1cc(OC)cc(-n2cc(-c3ccc(Cl)c(Cl)c3)[nH]c2=S)c1
  105.9	101.7	96.9	88.2	74.1	106.0	111.8	98.2
CC(=O)O[C@H]1CC[C@]2(C)[C@H]3CC=C4[C@@H]5CC(C)(C)CC[C@]5(C(=O)N5CCNCC5)CC[C@@]4(C)[C@]3(C)CC[C@H]2C1(C)C
  95.8	101.5	99.4	95.1	80.3	63.0	97.1	92.2
COc1ccc(NC(=O)CSc2nnc(COc3cnc4ccccc4n3)o2)cc1
  98.4	89.9	105.8	99.2	102.9	101.7	98.7	88.5
Cn1cnc([N+](=O)[O-])c1Sc1n[nH]c(N)n1
  100.3	94.0	105.7	95.4	106.8	103.9	114.8	115.4
CC(O)(C(=O)O)c1ccccc1 (stereo not drawn)
  104.6	100.7	105.3	100.2	98.1	109.7	101.5	102.1
